Compound activity deposited in PubChem by several laboratories.
KCNK9 inh: blocks the human KCNK9 two-pore domain potassium channel; AID 488922; 310,000 tested, 1.2% active; HEK293 KCNK9, FluxOR thallium flux fluorescence; hits give low values; B-score at 10 µM;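 active means ratio B-score over 3 SD below the library mean, with starting fluorescence within 5 SD of its mean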;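 further: negative B-score means less thallium flux so channel inhibition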
hERG rescue: compounds protecting human hERG from proarrhythmic drug block. 310,000 tested, 0.51% active. AID 1511. CHO-hERG, FluxOR thallium flux, dofetilide IC70 present. Q12809. activation (rescue from dofetilide block), less the hit threshold, % at 10 µM;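 active means activation above the mean of controls blocked by dofetilide plus 5 SD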;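 further: thallium influx through hERG after potassium depolarization seen as dye fluorescence rise; in these data hits start at about 4.7%; inactives centre near -7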
Platelet DG rel: platelet dense granule release activity. human platelet-rich plasma, SFLLRN dense granule ATP release, luminescence. inhibition, %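 (compounds screened at 7.5 µM in platelet-rich plasma)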. 300,000 tested, 0.22% active;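 active means mean replicate score, as percent of positive control, at or above 50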
KCNK3 inh: human KCNK3 channel inhibition, primary screen; CHO-KCNK3 thallium flux, FluxOR fluorescence; hits give low values; O14649; B-score at 10 µM; 340,000 tested, 0.84% active;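 active means B-score under library mean minus 4 SD, starting fluorescence ratio at most library mean plus 5 SD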;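 further: more negative B-score means stronger inhibition of thallium flux through KCNK3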
DYRK1A inh: Dyrk1A (rat) kinase inhibition | Q63470 | ADP-Glo luminescence, NFATc1 peptide | inhibition, % at 12.5 µM | 310,000 tested, 0.43% active | AID 504441; in the data active means inhibition above about 50%;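 further: plate controls were vehicle with enzyme for no effect and no enzyme for full effect; many of its hits are not listed in these tables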
KCNQ1 pot: potentiates or activates the human KCNQ1 potassium channel. CHO-K1 KCNQ1, thallium flux FluxOR fluorescence; hits give high values. AID 2648. 310,000 tested, 0.35% active. B-score at 10 µM;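 active means fluorescence ratio B-score, a plate-corrected score, at least three library SD, with initial intensity B-score within 5 SD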
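Material: CHO-K1 cells stably expressing KCNQ1. Medium: assay buffer for compound exposure, DMSO matched across wells. Reagent: K+/Tl+ depolarizing stimulus. Compound dosing: single-concentration screen. Times: 37 °C overnight plating, 90-min dark dye load, 20-min compound pretreatment. Technique: FluxOR Tl+ flux fluorescence.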
TRPC4 agonist: opens the mouse TRPC4 cation channel; 310,000 tested, 0.49% active; B-score at 10 µM; HEK293 TRPC4beta/mu-opioid, Fluo4 calcium fluorescence; hits give high values; AID 2237;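 active means B-score above 5 SD of library B-scores, and initial fluorescence ratio not above library mean plus 5 SD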;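 further: positive B-score marks a calcium rise read as TRPC4 activation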
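Assay system – TRPC4beta and mu-opioid receptor HEK293 stable cells · Measured by – Fluo4 fluorescence, kinetic · Schedule – dye loading 45 min room temperature, 110 s kinetic read · Read-out – B-scored integrated calcium fluorescence ratio · Controls – buffer and maximal DAMGO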
PolyA inhibitor: inhibitors of polyadenylation in S. cerevisiae | calls only at 12 µM | AID 1875 | S. cerevisiae SKY197-pL101 polyadenylation reporter, beta-gal luminescence; efflux-impaired pdr1/pdr3 knockout yeast; score 100 = 6 SD above DMSO | 300,000 tested, 0.02% active;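 active means lowest replicate activity score at least 50, where 100 means six control SD above control mean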;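 further: yeast exposed to compound for 9 h at 30 °C; higher score means more reporter readthrough which indicates perturbed polyadenylation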
TRPC4 PAM: allosterically enhances the mouse TRPC4 cation channel; Q9QUQ5; HEK293 TRPC4beta/mu-opioid, DAMGO EC20, Fluo-4 Ca2+ flux; hits give high values; B-score at 10 µM; 310,000 tested, 0.42% active; AID 2227;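 active means B-score of calcium response area above 5 SD of library B-scores, with initial fluorescence ratio within 5 SD of library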;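 further: B-score of integrated fluorescence ratio over time as area under calcium response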
TRPC4 inh: inhibitors of mouse TRPC4 channel; Q9QUQ5; 300,000 tested, 0.39% active; HEK293 TRPC4beta/mu-opioid, DAMGO-evoked Fluo4 calcium flux; hits give low values; B-score at 10 µM; AID 2247;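 active means B-score over 3 SD under the library average, no early fluorescence shift, positive overall ratio signal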
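Assay system – HEK293 line stably carrying TRPC4beta and mu-opioid receptor · Doses – single dose · Detection – Fluo4 calcium-dye fluorescence, kinetic read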
KCNQ1 inh: inhibitors of human KCNQ1 potassium channel; AID 2642; CHO-K1 KCNQ1, FluxOR thallium flux fluorescence; hits give high values; P51787; 310,000 tested, 1.3% active; B-score at 10 µM;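 active means compounds whose thallium flux B-score, printed positive for inhibition, exceeds three library SD while starting fluorescence stays within three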;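 further: channel opened by potassium depolarization with thallium stimulus after 20 min compound exposure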
The depositor's hits bear a star; i = inactive; . = not tested or not shown.

Short forms – A = KCNK9 inh; B = hERG rescue; C = Platelet DG rel; D = KCNK3 inh; E = DYRK1A inh; F = KCNQ1 pot; G = TRPC4 agonist; H = PolyA inhibitor; I = TRPC4 PAM; J = TRPC4 inh; K = KCNQ1 inh
(1) Cn1cnnc1SCC(=O)Nc1cc(S(=O)(=O)N2CCCCCC2)ccc1Cl
  A = i | B = -6 | C = -3 | D = i | E = -3 | F = i | G = i | H = i | I = i | J = i | K = i
(2) COc1ccccc1C(=O)Nc1ccnn1C1CCN(Cc2cnn(C)c2C)CC1
  A = i | B = -3 | C = 4 | D = i | E = -4 | F = i | G = i | H = i | I = i | J = i | K = i
(3) Cc1noc(C)c1C(=O)OCC(=O)N(C)C1CCS(=O)(=O)C1 (stereo unspecified)
  A = i | B = -9 | C = -2 | D = i | E = 2 | F = i | G = i | H = i | I = i | J = i | K = i
(4) NCCc1c(-c2ccccc2)n(-c2ccccc2)c2ccccc12
  A = -9.9* | B = -31 | C = 14 | D = i | E = -2 | F = i | G = i | H = i | I = i | J = i | K = 13*
(5) CC(=O)NC(CC(=O)N1CCN(C(C)=O)CC1)c1ccccc1 (stereo unspecified)
  A = i | B = -6 | C = 2 | D = i | E = 1 | F = i | G = i | H = i | I = i | J = i | K = i
(6) CN(CC(=O)NCc1ccccn1)S(=O)(=O)c1ccc2ccccc2c1
  A = i | B = -6 | C = 0 | D = i | E = -7 | F = i | G = i | H = i | I = i | J = i | K = i
(7) CC(C)Nc1cc(C(C)(C)C)nc2c(-c3ccccc3)cnn12
  A = i | B = -13 | C = . | D = -10* | E = 6 | F = i | G = i | H = i | I = i | J = i | K = i
(8) COc1cc(CNCc2ccccc2)cc(Cl)c1OC
  A = i | B = -12 | C = 5 | D = i | E = 3 | F = i | G = i | H = i | I = i | J = i | K = i
(9) O=C(c1ccc(COc2ccc3c(c2)CCC3)o1)N1CCN(c2ccccc2)CC1
  A = i | B = -4 | C = 7 | D = i | E = -6 | F = i | G = i | H = i | I = i | J = i | K = i
(10) COc1ccc(NC(=O)c2ccccc2Oc2ccccc2)c(OC)c1
  A = -8.4* | B = -9 | C = -9 | D = i | E = 1 | F = i | G = i | H = i | I = i | J = i | K = i
(11) COc1ccccc1NC(=O)c1sc2nc(N3CCOCC3)c3c(c2c1N)CCCC3
  A = i | B = -12 | C = -3 | D = i | E = -2 | F = i | G = i | H = i | I = i | J = i | K = i
(12) CCN(c1cccc(C)c1)S(=O)(=O)c1ccc(-c2cc(C)no2)s1
  A = i | B = -9 | C = 3 | D = -8.8* | E = -3 | F = i | G = i | H = i | I = i | J = i | K = i
(13) COc1cc2c(cc1OC)C(c1cc(Br)ccc1O)N(C(C)=O)CC2 (stereo unspecified)
  A = i | B = -7 | C = -2 | D = i | E = -15 | F = i | G = i | H = i | I = i | J = i | K = i
(14) O=C(C1=NN[C@@H]2C(=O)N(c3ccccc3C(F)(F)F)C(=O)[C@H]12)C(c1ccccc1)c1ccccc1
  A = i | B = -4 | C = 2 | D = i | E = -5 | F = i | G = i | H = i | I = i | J = i | K = i
(15) NS(=O)(=O)c1ccc(NC(=O)COC(=O)c2cn(-c3ccccc3)nc2-c2ccccc2)cc1
  A = i | B = -7 | C = 8 | D = i | E = 1 | F = i | G = i | H = i | I = i | J = i | K = i
(16) COc1ccc(/C=C/C(=O)N2CCN(c3ccccc3)CC2)cc1S(=O)(=O)N1CCOCC1
  A = i | B = 0 | C = -8 | D = i | E = 0 | F = i | G = i | H = i | I = i | J = i | K = i
(17) COCCCNC(=O)c1cn(-c2cccc(OC)c2)c(=O)c2ccccc12
  A = i | B = -1 | C = 0 | D = i | E = 0 | F = i | G = i | H = i | I = i | J = i | K = i
(18) CC(NC(=O)c1ccccc1F)c1nnc(SCC(=O)NC2CCCCC2)n1C (stereo unspecified)
  A = i | B = -5 | C = -4 | D = i | E = -8 | F = i | G = i | H = i | I = i | J = i | K = i
(19) Cc1ccc(-c2cc(C(=O)Nc3cc(C)on3)no2)cc1
  A = i | B = -2 | C = -8 | D = i | E = 1 | F = i | G = i | H = i | I = i | J = i | K = i
(20) Cc1ccc(C)c(Cn2nnc3c(=O)[nH]c(C4CCN(S(=O)(=O)c5ccc(S(=O)(=O)N(C)C)cc5)CC4)nc32)c1
  A = i | B = -4 | C = 1 | D = i | E = -1 | F = i | G = i | H = i | I = i | J = i | K = i
(21) CCCn1nnc(NC(=S)NC(=O)/C=C/c2ccco2)n1
  A = i | B = -11 | C = 4 | D = i | E = 3 | F = i | G = i | H = i | I = i | J = i | K = i
(22) COc1ccccc1NC(=S)N(Cc1ccccc1)Cc1cccnc1
  A = i | B = -4 | C = 6 | D = i | E = . | F = i | G = i | H = i | I = i | J = i | K = i
(23) Cc1onc(-c2c(Cl)cccc2Cl)c1C(=O)N1CCSCC1
  A = i | B = -1 | C = 11 | D = i | E = . | F = i | G = i | H = i | I = i | J = i | K = i
(24) Cc1ccc(S(=O)(=O)N2CC(=O)Nc3ccccc32)cc1
  A = i | B = -8 | C = -1 | D = i | E = 0 | F = i | G = i | H = i | I = i | J = i | K = i

Some of these compounds in order of SMILES length, falling:
Short forms – A = KCNK9 inh; B = hERG rescue; C = Platelet DG rel; D = KCNK3 inh; E = DYRK1A inh; F = KCNQ1 pot; G = TRPC4 agonist; H = PolyA inhibitor; I = TRPC4 PAM; J = TRPC4 inh; K = KCNQ1 inh
(14) O=C(C1=NN[C@@H]2C(=O)N(c3ccccc3C(F)(F)F)C(=O)[C@H]12)C(c1ccccc1)c1ccccc1
  A = i | B = -4 | C = 2 | D = i | E = -5 | F = i | G = i | H = i | I = i | J = i | K = i
(15) NS(=O)(=O)c1ccc(NC(=O)COC(=O)c2cn(-c3ccccc3)nc2-c2ccccc2)cc1
  A = i | B = -7 | C = 8 | D = i | E = 1 | F = i | G = i | H = i | I = i | J = i | K = i
(12) CCN(c1cccc(C)c1)S(=O)(=O)c1ccc(-c2cc(C)no2)s1
  A = i | B = -9 | C = 3 | D = -8.8* | E = -3 | F = i | G = i | H = i | I = i | J = i | K = i
(13) COc1cc2c(cc1OC)C(c1cc(Br)ccc1O)N(C(C)=O)CC2 (stereo unspecified)
  A = i | B = -7 | C = -2 | D = i | E = -15 | F = i | G = i | H = i | I = i | J = i | K = i
(5) CC(=O)NC(CC(=O)N1CCN(C(C)=O)CC1)c1ccccc1 (stereo unspecified)
  A = i | B = -6 | C = 2 | D = i | E = 1 | F = i | G = i | H = i | I = i | J = i | K = i
(10) COc1ccc(NC(=O)c2ccccc2Oc2ccccc2)c(OC)c1
  A = -8.4* | B = -9 | C = -9 | D = i | E = 1 | F = i | G = i | H = i | I = i | J = i | K = i
(23) Cc1onc(-c2c(Cl)cccc2Cl)c1C(=O)N1CCSCC1
  A = i | B = -1 | C = 11 | D = i | E = . | F = i | G = i | H = i | I = i | J = i | K = i
(22) COc1ccccc1NC(=S)N(Cc1ccccc1)Cc1cccnc1
  A = i | B = -4 | C = 6 | D = i | E = . | F = i | G = i | H = i | I = i | J = i | K = i
(21) CCCn1nnc(NC(=S)NC(=O)/C=C/c2ccco2)n1
  A = i | B = -11 | C = 4 | D = i | E = 3 | F = i | G = i | H = i | I = i | J = i | K = i

Some of the entries above in another layout.
8	COc1cc(CNCc2ccccc2)cc(Cl)c1OC
  KCNK9 inh: i | hERG rescue: -12 | Platelet DG rel: 5 | KCNK3 inh: i | DYRK1A inh: 3 | KCNQ1 pot: i | TRPC4 agonist: i | PolyA inhibitor: i | TRPC4 PAM: i | TRPC4 inh: i | KCNQ1 inh: i

18	CC(NC(=O)c1ccccc1F)c1nnc(SCC(=O)NC2CCCCC2)n1C (stereo unspecified)
  KCNK9 inh: i | hERG rescue: -5 | Platelet DG rel: -4 | KCNK3 inh: i | DYRK1A inh: -8 | KCNQ1 pot: i | TRPC4 agonist: i | PolyA inhibitor: i | TRPC4 PAM: i | TRPC4 inh: i | KCNQ1 inh: i

Only part of the results is shown; count on the stated rates, not on these rows.
